Bioassay records (PubChem BioAssay)
Growth percent in the NCI-60 one-dose screen (48 h, 10 µM unless noted): 100 = growth as untreated, 0 = no growth, -100 = all killed.
M14 – M14 melanoma; AID 1794745; 80,000 tested, 6.2% active
HOP-62 – HOP-62 NSCLC | 80,000 tested, 3.9% active
A549/ATCC – A549/ATCC NSCLC; 81,000 tested, 3.7% active
SK-MEL-28 – SK-MEL-28 melanoma; 81,000 tested, 4.1% active
HOP-92 – HOP-92 NSCLC cells. 71,000 tested, 6.3% active. AID 1794738
SK-MEL-2 – SK-MEL-2 melanoma | AID 1794763 | 77,000 tested, 4.7% active
SK-MEL-5 – SK-MEL-5 melanoma. 80,000 tested, 6.4% active
EKVX – EKVX NSCLC | AID 1794765 | 71,000 tested, 3% active
* = called active by the depositor; · = no result given; & = joins results of further samples; ! = repeats disagree. How the source made its calls: active means growth percent below 10; inactive means the rest.

SMILES	M14	HOP-62	A549/ATCC	SK-MEL-28	HOP-92	SK-MEL-2	SK-MEL-5	EKVX
CC(C)CC(N)=O	93.7&101.2	99.1&135.2	91.4&102.7	107.0&108.5	93.1	98.7	96.3&102.6	106.1
CCOC(=O)C(CC)n1c(=O)c2cc(OC)c(OC)cc2c2cnc3[nH]ccc3c21 (stereo unspecified)	88.5	73.8	76.1	90.7	42.5	102.5	80.9	76.4
COc1cc(NC(=O)[C@@H]2C[C@H]2c2ccccc2)c(C(N)=O)cc1OC	85.2	89.1	93.3	92.7	72.4	98.2	84.1	·
CC1CC(=O)Nc2ccccc2N1 (stereo unspecified)	98.8	106.5	109.1	114.1	103.6	103.7	111.8	123.6
O=[N+]([O-])c1ccc(Cl)c(Nc2n[nH]c(-c3ccccc3)n2)c1	80.7	69.0	94.9	99.0	54.9	95.5	84.2	42.9
COc1ccc(-c2n[nH]c(CN3N=C(C)CC3=O)n2)cc1	106.0	101.8	110.3	119.2	95.5	99.8	104.2	103.5
O=C(S)CN1C(=O)c2ccccc2C1=O	99.3	88.8	98.7	110.3	102.8	87.9	98.5	·
CCOC(=O)c1ncc(-c2cc(C(F)(F)F)cc(C(F)(F)F)c2)c(NC2CCCCCC2)n1	91.5	91.7	91.8	95.0	63.7	81.0	97.3	·
CCCCCN(CCCCC)CCCNc1c2c(nc3ccc(Cl)cc13)CCCC2	·	44.3	31.8	71.2	-6.2*	13.4	23.4	50.7
Cc1ccc(-c2ccnc3c2c(-c2ccccc2)nn3-c2ccccc2)cc1	104.7	105.2	88.1	108.6	126.0	113.7	99.7	106.0
CCOC(=O)c1ccc(NC(=O)NCn2c(=O)[nH]c3ccccc3c2=O)cc1	120.2	94.6	93.2	112.0	95.8	106.5	100.1	99.1
Cc1ccc(C(SCCNCc2cc(N(C)C)ccn2)(c2ccccc2)c2ccccc2)cc1	-84.3*	-1.3*	-3.3*	-95.3*	-25.4*	-36.3*	-100.0*	-24.8*
CCCSc1ccc([N+](=O)[O-])cc1[N+](=O)[O-]	103.4	81.5	87.8	106.9	90.4	101.3	106.6	49.5
CC(C)(C)c1ccc(S(=O)(=O)Nc2ccccc2[N+](=O)[O-])cc1	95.1	89.2	90.0	100.6	68.2	86.0	95.3	94.9
CCN(CC)Cc1c(O)ccc2c(=O)c(-c3ccc(OC)c(OC)c3)coc12	105.3	122.5	131.8	109.4	182.4	103.5	108.2	103.8
CCN(CC)CCCNc1nccc2ccc(Cl)cc12	95.0	96.5	94.9	117.0	68.1	114.0	99.3	102.7
O=C(CCc1ccccc1)Nc1ccccc1OC(=O)c1ccccc1	105.9	103.7	92.1	107.8	94.7	102.0	119.0	114.5
Nc1cccc2c1CN(C1CCC(=O)NC1=O)C2=O (stereo unspecified)	101.0	106.4	105.8	110.7	22.6	113.3	102.7	94.7
COc1ccccc1Cn1ccc2c1-c1[nH]c(=O)c(S(=O)(=O)c3ccccc3)cc1CCC2	106.7	101.5	86.0	101.2	74.8	106.8	100.0	·
COc1ccc(C2CC(=O)Nc3c(-c4cccc(Cl)c4)nsc32)cc1OC (stereo unspecified)	103.4	72.3	75.3	109.8	79.8	95.0	72.4	76.5
CN(C)c1nc(NCCNS(=O)(=O)c2ccc(C(=O)/C=C/c3ccc(C(F)(F)F)cc3)cc2)nc(N2CCOCC2)n1	-87.5*	80.1	16.6	-9.4*	32.3	74.8	-42.8*	37.1
CCOC(=O)CCS(=O)(=O)Cc1ccccc1	103.2	107.4	107.9	109.1	·	·	105.6	121.5
O=C1NC2(Nc3ccccc31)C(=O)Nc1c(Cl)cc(Cl)cc12 (stereo unspecified)	100.9	84.7	109.8	117.5	106.0	118.9	99.9	98.8
CCOC(=O)C(CN(C)Cc1cc(Cl)cc(Cl)c1O)C(=O)OCC	98.6	91.6	89.8	108.9	89.6	90.6	100.3	107.9
COC(=O)c1ccc(O)c(Cl)c1	100.2	83.4	98.1	107.4	109.3	96.3	105.1	·

2 entries drawn at random from the list so far, as already listed:
SMILES	M14	HOP-62	A549/ATCC	SK-MEL-28	HOP-92	SK-MEL-2	SK-MEL-5	EKVX
O=C1NC2(Nc3ccccc31)C(=O)Nc1c(Cl)cc(Cl)cc12 (stereo unspecified)	100.9	84.7	109.8	117.5	106.0	118.9	99.9	98.8
CCOC(=O)c1ncc(-c2cc(C(F)(F)F)cc(C(F)(F)F)c2)c(NC2CCCCCC2)n1	91.5	91.7	91.8	95.0	63.7	81.0	97.3	·

Other records.
SMILES	M14	HOP-62	A549/ATCC	SK-MEL-28	HOP-92	SK-MEL-2	SK-MEL-5	EKVX
COc1cc(C2CC(c3cc(OC)c(OC)c(OC)c3)=NN2C=O)ccc1Oc1ccnc2cc(Cl)ccc12 (stereo unspecified)	84.0	89.1	59.8	93.6	·	86.3	65.4	69.0
O=C(/C=C/c1ccc(Cl)cc1)N1CCN(C(=O)/C=C/c2ccc(C(F)(F)F)cc2)CC1	98.1	110.5	101.7	103.4	·	117.2	102.4	106.7
CS(=O)(=O)c1ccc(-c2nc3ccccn3c2C=Nc2ccccc2)cc1	105.9	94.2	98.2	99.0	96.2	84.1	102.0	99.4
COc1cc(/C=C\c2cccnc2Nc2ccc(Cl)cc2)cc(OC)c1OC	88.8	89.5	76.8	95.9	·	100.6	78.4	80.1
CS(=O)(=O)c1nccc(-c2c(-c3cccc(OCCN4CCCC4)c3)nc3sccn23)n1	106.3	90.2	96.8	111.8	47.1	96.3	104.8	93.7
O=C(O)c1ccc(-n2cc(CNc3ccc(F)c(F)c3)c(-c3ccc(C(F)(F)F)cc3)n2)cc1	·	69.0	62.7	84.3	97.9	96.8	63.3	70.2
Oc1ccccc1/C=N\NC(=S)N/N=C/c1ccccc1O	24.5&24.4	71.5&48.9	32.4	58.8&53.6	62.4&45.9	24.6&82.3	-37.0*!	71.2&61.0
COc1cc(C2CC(=O)Nc3c(-c4ccccc4)nsc32)cc2c1OCO2 (stereo unspecified)	105.1	101.4	100.8	105.3	86.5	95.6	97.0	·
O=C(NNC(=O)c1ccc(-n2cc(-c3ccccc3)nn2)cc1)NC1CCCCC1	100.0	102.9	104.0	109.1	108.6	115.4	98.3	104.3
OCc1c[nH]c2ccccc12	89.4	62.1	81.5	96.7	87.0	92.9	95.1	83.8
Cc1cccc(C(=O)C(O)c2cccc(C)n2)n1 (stereo unspecified)	98.8	90.9	105.7	111.0	·	97.0	102.5	101.2
COc1cccc(CNC(=O)C2CSC3(C)c4ccccc4C(=O)N23)c1 (stereo unspecified)	104.6	98.2	76.3	112.9	101.3	97.2	101.1	112.4
CN(CCC(=O)c1ccccc1)Cc1ccccc1	103.6	103.3	95.0	118.9	106.4	125.1	107.9	116.1
NNC(=O)[C@H]1O[C@@H](n2cnc3c(=O)[nH]cnc32)[C@H](O)[C@@H]1O	105.2	107.2	107.0	108.0	131.3	105.4	100.9	111.6
COCCOC(=O)c1ccc(OC)cc1	91.1	100.7	80.8	102.2	88.6	92.8	99.9	92.7
COc1cccc(CNc2ncnc3c2ncn3C2OC(CO)C(O)C2O)c1O (stereo unspecified)	18.5	1.8*	23.9	29.0	-32.7*	-6.7*	14.4	24.6
CCCCCOc1ccc(C(=O)/C(Br)=C/C(=O)O)cc1	56.8	214.1	103.7	87.4	99.2	95.2	103.8	102.9
Cc1ccc(OCC(=O)O)cc1C	105.4	95.2	90.9	107.1	90.9	90.0	100.5	109.0
C=CC(=O)Nc1cccc(-c2nc(SC)nc(Nc3ccccc3OC)c2C#N)c1	50.4	37.9	-6.8*	50.8	31.0	73.9	66.7	63.7
c1ccc(Cc2nc3ccccc3c3cc[nH]c23)cc1	86.7	67.3	78.4	102.7	90.3	88.8	95.0	88.2
O=C(O)c1ccccc1-c1nc2ccccc2s1	101.4	102.1	101.7	107.5	109.0	104.7	97.5	94.4
Nc1ccncc1CO	95.1	100.1	74.2	120.1	102.2	101.9	98.7	106.4
O=C(CBr)Nc1ccc(C(=O)O)c(O)c1	99.6	113.0	94.3	103.0	98.9	98.8	113.8	106.5
CCCC1CCC(=C2C(=O)CCC2=O)O1 (stereo unspecified)	74.4&100.2	101.5&90.6	97.5&109.7	103.3	102.7	125.1&116.1	101.9&88.6	101.5&86.2
Cc1cccc(N=Nc2sc(-n3[nH]c(=O)ccc3=O)nc2C)c1	102.8	98.9	105.1	109.0	98.7	103.9	99.1	102.9

(further entries)
SMILES	M14	HOP-62	A549/ATCC	SK-MEL-28	HOP-92	SK-MEL-2	SK-MEL-5	EKVX
O=C1CCCCCN1	100.6	98.2	77.8	97.3	94.6	·	107.8	108.7
COc1ccc(-c2nc(SCCC(C)C)nc(NNC(N)=O)c2C#N)cc1	113.0	86.0	106.1	118.4	87.6	108.2	98.9	88.1
CC(=O)CC(C)=O	112.2	118.8	97.0	116.9	·	115.9	106.4	91.0
COc1ccc(C2CC(c3ccc4c(c3)OCO4)=Nc3c(N)nc(SC)nc3N2)cc1 (stereo unspecified)	70.4	84.8	87.1	85.7	50.4	102.5	66.6	74.2
O=C(CCCSc1nc(-c2ccccc2)cc(-c2ccccc2)n1)NO	5.5*	-8.2*	-1.9*	26.0	-3.2*	3.3*	-17.3*	10.3
CCOc1c(C(C)=O)sc(=Nc2ccccc2)n1-c1cccc(-n2c(OCC)c(C(C)=O)sc2=Nc2ccccc2)c1	70.7	82.3	93.3	104.2	40.5	·	97.1	87.6
CCN=c1sc(-c2ccc3ccccc3c2)cn1NC(=O)c1cc2ccc1CCc1ccc(cc1)CC2	85.0	80.0	71.1	82.0	71.7	78.1	16.8	69.0
CCCCCCCC(=O)NCc1ccc(O)c(OC)c1	105.5	95.3	99.1	106.6	95.2	101.7	99.1	92.4
COC(=O)CC[C@@H]1O[C@@H](c2ccccc2)C[C@H]1O	102.7	104.3	103.3	107.4	98.4	103.6	104.7	102.4
COc1ccc2c(c1)CC[C@H](O)/C2=C/c1cc(OC)c(OC)c(OC)c1	6.3*	34.9	13.7	61.5	5.3*	43.5	-40.0*	38.0
CCCc1ccc(C2=NN(c3ccc(S(N)(=O)=O)cc3)C(=O)CC2)cc1	83.3	92.4	78.5	101.9	93.7	97.4	·	·
O=C(NCc1ccccc1)C(c1ccc(O)cc1)N(C(=O)CCc1ccccc1)C1CC1 (stereo unspecified)	96.1	93.0	93.3	·	83.3	94.4	·	93.9
Oc1ccc(-c2nnc(CSc3nnc(-c4ccncc4)o3)o2)cc1	94.8	92.2	98.1	108.9	92.8	94.5	98.9	112.4
Cc1ccc(-c2nc(N3CCCN(C(=S)Nc4ccccc4)CC3)c3ccccc3n2)cc1	93.5	88.6	67.5	99.9	78.5	95.9	79.0	83.3
COc1cc2c(cc1OCCCOc1ccc(-c3cc4ccccc4c4ccccc34)cc1)N=C[C@@H]1CCCN1C2=O	-34.2*	-45.0*	-17.4*	-62.2*	·	-78.8*	-80.2*	-74.1*
Nc1n[nH]c2ccc([C@@H]3Nc4ccc5cn[nH]c5c4[C@H]4C5CCC(C5)[C@@H]34)cc12 (stereo partly specified)	10.7	48.3	24.4	61.0	103.5	55.5	·	48.7
O=C(Nc1ccc(Nc2nncc3ccccc23)cc1)c1ccc(Cl)cc1	99.7	97.5	100.7	114.1	·	100.9	99.8	91.8
CN(C(=O)/C=C/c1ccccc1)c1ccccc1	100.8	96.1	88.9	111.2	52.4	96.9	103.0	101.0
O=C(c1ccc(F)cc1F)N1c2ccccc2Sc2ccccc21	64.7	67.2	52.1	59.2	61.4	81.1	31.6	79.6
C=C1C(=O)O[C@H]2[C@H]1CC/C(COC(=O)CSCSCC(=O)OC/C1=C/CC[C@@]3(C)O[C@H]3[C@H]3OC(=O)C(=C)[C@@H]3CC1)=C\CC[C@@]1(C)O[C@@H]21	4.3*	82.7	72.1	-4.6*	-13.3*	59.0	66.1	15.9
Cc1ccc2c(n1)C[C@H](C(C)(C)O)CC[C@H]2C	104.4	101.4	94.4	106.4	97.7	99.9	98.9	92.4
CCOC(=O)N1C=CC2C=CC1C1C=CC=CC2N1C(=O)OCC (stereo unspecified)	89.5	105.6	94.8	87.8	·	90.9	84.1	·

Among those listed so far, 10 have an NH in an aromatic ring:
SMILES	M14	HOP-62	A549/ATCC	SK-MEL-28	HOP-92	SK-MEL-2	SK-MEL-5	EKVX
CCOC(=O)C(CC)n1c(=O)c2cc(OC)c(OC)cc2c2cnc3[nH]ccc3c21 (stereo unspecified)	88.5	73.8	76.1	90.7	42.5	102.5	80.9	76.4
O=[N+]([O-])c1ccc(Cl)c(Nc2n[nH]c(-c3ccccc3)n2)c1	80.7	69.0	94.9	99.0	54.9	95.5	84.2	42.9
COc1ccc(-c2n[nH]c(CN3N=C(C)CC3=O)n2)cc1	106.0	101.8	110.3	119.2	95.5	99.8	104.2	103.5
CCOC(=O)c1ccc(NC(=O)NCn2c(=O)[nH]c3ccccc3c2=O)cc1	120.2	94.6	93.2	112.0	95.8	106.5	100.1	99.1
COc1ccccc1Cn1ccc2c1-c1[nH]c(=O)c(S(=O)(=O)c3ccccc3)cc1CCC2	106.7	101.5	86.0	101.2	74.8	106.8	100.0	·
OCc1c[nH]c2ccccc12	89.4	62.1	81.5	96.7	87.0	92.9	95.1	83.8
NNC(=O)[C@H]1O[C@@H](n2cnc3c(=O)[nH]cnc32)[C@H](O)[C@@H]1O	105.2	107.2	107.0	108.0	131.3	105.4	100.9	111.6
c1ccc(Cc2nc3ccccc3c3cc[nH]c23)cc1	86.7	67.3	78.4	102.7	90.3	88.8	95.0	88.2
Cc1cccc(N=Nc2sc(-n3[nH]c(=O)ccc3=O)nc2C)c1	102.8	98.9	105.1	109.0	98.7	103.9	99.1	102.9
Nc1n[nH]c2ccc([C@@H]3Nc4ccc5cn[nH]c5c4[C@H]4C5CCC(C5)[C@@H]34)cc12 (stereo partly specified)	10.7	48.3	24.4	61.0	103.5	55.5	·	48.7
